Screening results: PubChem BioAssay, Southern Research Specialized Biocontainment Screening Center
tuberculosis growth: growth inhibition of non-replicating M. tuberculosis (AID 488890) | 320,000 compounds, 0.39% hits | one-dose inhibition, % at 25 µM; IC50 in µM for titrated hits | Mycobacterium tuberculosis non-replicating, growth inhibition; higher % means a stronger effect; in the data active means a potency from the dose series; inconclusive means inhibition mostly from about 82% at the one dose, without a potency; inactive means the rest, 99 in 100 with inhibition below about 76%;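 further: plate controls were DMSO cells for no effect and high antibiotic wells for full effect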
influenza NS1A: H1N1 influenza NS1A inhibitors, functional cell based assay (AID 504329) | NS1A functional cell-based assay, percent inhibition; higher % means a stronger effect | one-dose inhibition, % at 12.5 µM; IC50 in µM for titrated hits | 340,000 compounds, 0.3% hits; in the data active means a potency from the dose series; inconclusive means inhibition above about 27% without an active follow-up result; further: strong numbers were not always called active
H37Rv inhibition: M. tuberculosis growth inhibition, HTS (AID 449762); inhibition, % at 25 µM, or IC50 in µM where a hit was titrated; 330,000 compounds, 0.59% hits; M. tuberculosis H37Rv growth inhibition, 7H9 media; higher % means a stronger effect; in the data active means a potency from the dose series; inconclusive means inhibition above about 70% without an active follow-up result;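 further: bacterial growth assessed after seven days of incubation; strong numbers were not always called active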
inhibitors of VEEV: inhibitors of VEEV TC-83 cytopathic effect, confirmation, Vero cells (AID 588727); Vero cells, VEEV TC-83 cytopathic effect inhibition; higher % means a stronger effect; one-dose inhibition, % at 20 µM; IC50 in µM for titrated hits; 350,000 compounds, 0.13% hits; in the data active means a potency from the dose series; inconclusive means inhibition mostly from about 14% at the one dose, without a potency; inactive means the rest, 99 in 100 with inhibition below about 12%; further: strong numbers were not always called active
PhoP GFP inhibition: PhoP regulon inhibitors, Salmonella typhi PhoP promoter GFP reporter, confirmatory (AID 1850); Salmonella Typhi PhoP-promoter GFP reporter, fluorescence, 4 h; higher % means a stronger effect; inhibition, % at 50 µM; hits with a dose series show IC50 in µM; 310,000 compounds, 0.33% hits; in the data active means a potency from the dose series; inconclusive means inhibition mostly from about 25% at the one dose, without a potency; inactive means the rest, 99 in 100 with inhibition below about 19%;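 further: 0% = induced wells with vehicle and 100% = uninduced wells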
inhibitors of VEEV 10K pilot screen: also measured in inhibitors of VEEV; calls as there; inhibition, %; measured here: 10K pilot screen inhibition
An asterisk follows results filed as active; i = inactive; ? = inconclusive; / = no result given; & = joins results of further samples; ! = not confirmed by another sample.

SMILES	tuberculosis growth	influenza NS1A	H37Rv inhibition	inhibitors of VEEV	PhoP GFP inhibition	others
CCCOc1ccc(N2C(=O)CC(NCc3ccc(S(N)(=O)=O)cc3)C2=O)cc1 (stereo unspecified)	-8%	0%	0%	i	0%	inhibitors of VEEV 10K pilot screen=0.6
Cc1nc(CCNC(=O)CC2C(=O)NCCN2CC(C)(C)C)nc2c1CCC2 (stereo unspecified)	5%	18%	-7%	1.3%	-3%
Cn1c(-c2cc3ccc(OC(=O)C(C)(C)C)cc3oc2=O)nc2ccccc21	?	-18%	17%	3.7%	7%
Cc1ccc(S(=O)(=O)N(C)C)cc1NC(=O)COC(=O)c1ccc2ccccc2n1	9%	-2%	-3%	2.3%	/
COc1ccc(CSCC(=O)Nc2ccccc2)cc1[N+](=O)[O-]	17%	-7%	4%	0.0%	4%
CCCNC(C)C(=O)Nc1ccccc1C (stereo unspecified)	6%	3%	3%	0.4%	11%
CCn1cnc2c1c(=O)n(CC(=O)NCc1ccccc1)c(=O)n2Cc1ccccc1	3%	6%	-5%	0.6%	-13%
COc1ccc(Cl)cc1NC(=O)COC(=O)C1CC1	25%	-6%	11%	5.5%	/
CC(/C=N/NC(=O)c1cc(-c2cccn2C)n[nH]1)=C\c1ccccc1	-18%	/	?	8.9%	-3%
COc1ccc(/C=C2/C(=O)N(c3nc4ccccc4s3)N=C2CSc2ccc(Cl)cc2)cc1	-1%	-7%	8%	?	4%
O=C(CN1CCN(C(=O)N2CCOCC2)CC1)Nc1ccc(Br)cc1	-8%	12%	-8%	0.7%	4%
CC(c1ccccc1)N1CCC(CNC(=S)Nc2cccc(Cl)c2)C1 (stereo unspecified)	70%	-4%	0%	1.8%	20%
CC1CCCN(C(=O)COC(=O)c2ccc3[nH]c4c(c3c2)CCCC4)C1 (stereo unspecified)	11%	-6%	17%	9.2%	4%
Cc1ccc(C)c(SCC(=O)Nc2cccc(S(=O)(=O)N3CCOCC3)c2)c1	/	0%	/	9.5%	/
O=C(Nc1ccc(Oc2cccc(C(F)(F)F)c2)nc1)c1ccco1	14%	-22%	42%	i	-4%
Cc1nn2c3ccccc3nc2c2ccccc12	32%	-8%	-7%	8.0%	-5%
O=C(C(O)c1ccccc1)N1N=C(c2ccccc2)CC1(O)C(F)(F)F (stereo unspecified)	30%	1%	-3%	i	-8%
CC(=O)N1N=C(c2ccc(NS(C)(=O)=O)cc2)CC1c1ccc2nccnc2c1 (stereo unspecified)	-6%	4%	0%	i	-5%
CC(=O)NCCc1nc2ccccc2n1CCc1ccccc1	/	5%	/	i	/
O=c1[nH]c(Nc2ccccn2)cc2ccccc12	-1%	-12%	3%	1.0%	-2%
O=C1c2ccccc2C(=O)N1CCCc1nc(-c2cccnc2)no1	-2%	9%	-5%	3.8%	-5%
CCS(=O)(=O)C1=NSC2=NC(=O)/C(=C\c3ccc(OC(=O)c4ccco4)c(OC)c3)C(=N)N21	?	3%	-5%	3.8%	3%
NNC(=O)CN1C(c2ccc(Br)cc2)=Nc2ccc(Br)cc2C1c1ccccc1 (stereo unspecified)	23%	1%	6%	0.7%	-3%
Nc1nonc1C(=O)NCCNCc1ccccc1OCc1ccccc1F	17%	4%	2%	i	4%
CCCCc1ccc(Nc2ncccc2C#N)cc1	-8%	-17%	7%	2.8%	-24%
NC(=NCCc1ccccc1)NS(=O)(=O)c1ccccc1F	2%	1%	-3%	1.4%	1%
O=C(CSc1nnc(Cc2ccccc2)n1-c1cccc(Cl)c1)N1CCOCC1	-7%	-9%	-5%	0.7%	-5%
CC1=CCC2C(=O)N(c3nc4ccccc4n3C)C(=O)C2C1 (stereo unspecified)	11%	-9%	-17%	1.8%	4%
N#Cc1cccc(S(=O)(=O)NCCOc2ccccc2F)c1	33%	-4%	5%	1.9%	/
CCCCCOC(=O)c1[nH]c2c(c1C)C(=O)CC(c1ccco1)C2 (stereo unspecified)	40%	0%	7%	8.5%	1%
O=C1CN(C(=O)c2cccs2)c2ccccc2N1	-14%	5%	-4%	0.5%	5%
CSCCC(NC(=O)c1ccco1)C(=O)N1CCN(C(c2ccccc2)c2ccccc2)CC1 (stereo unspecified)	/	6%	/	6.6%	/
Cc1ccc(/C=C2\SC(=S)N(CCCC(=O)Nc3cccc(C(=O)O)c3)C2=O)cc1	34%	16%	2%	2.1%	2%
CCOC(=O)C1(CCOC)CCN(Cc2cc3ccccc3s2)CC1	0%	2%	2%	i	0%
Cn1cc(CNCc2cn[nH]c2-c2ccc(F)cc2)c(-c2ccc3c(c2)OCCO3)n1	-2%	7%	-6%	0.3%	-3%
CC(C)Cc1ccc(C(=O)NCCOc2ccccc2)o1	59%	-9%	9%	0.4%	2%
O=C(c1ccco1)c1cn(Cc2ccccc2Cl)c2ccccc12	17%	3%	44%	1.0%	-3%
CC(=Nc1c(C)n(C)n(-c2ccccc2)c1=O)c1c(O)n(Cc2ccccc2)c(=O)[nH]c1=O	-4%	-16%	5%	4.2%	3%
CCOCCCNC(=O)C1CCC(CNS(=O)(=O)c2ccc(OC)cc2)CC1 (stereo unspecified)	0%	6%	2%	i	-4%
Cc1nn(CC(O)Cn2c3c(c4ccccc42)CCN(C)C3=O)c(C)c1Br (stereo unspecified)	28%	-4%	-5%	i	-9%&10%

The closing 3 records of the part above lead into the next.
SMILES	tuberculosis growth	influenza NS1A	H37Rv inhibition	inhibitors of VEEV	PhoP GFP inhibition	others
CC(=Nc1c(C)n(C)n(-c2ccccc2)c1=O)c1c(O)n(Cc2ccccc2)c(=O)[nH]c1=O	-4%	-16%	5%	4.2%	3%
CCOCCCNC(=O)C1CCC(CNS(=O)(=O)c2ccc(OC)cc2)CC1 (stereo unspecified)	0%	6%	2%	i	-4%
Cc1nn(CC(O)Cn2c3c(c4ccccc42)CCN(C)C3=O)c(C)c1Br (stereo unspecified)	28%	-4%	-5%	i	-9%&10%
Cc1ccc(NC(=S)N/N=C/c2ccc(Cl)c([N+](=O)[O-])c2)cc1	/	-1%	/	i	6%
Cc1cc([N+](=O)[O-])ccc1NC(=O)c1sc2ncn(CC(=O)N3CCOCC3)c(=O)c2c1C	5%	3%	10%	i	-8%
C[C@@]12CC(=O)NC1N(C(=O)c1cccc(C(F)(F)F)c1)C(c1ccccc1OC(=O)c1cccc(C(F)(F)F)c1)C2 (stereo partly specified)	28%	1%	-9%	1.8%	-3%
COc1cccc(C(=O)C2CCCN(Cc3cn[nH]c3C3CCCCC3)C2)c1 (stereo unspecified)	4%	/	0%	3.0%	3%
O=C(Cc1ccc([N+](=O)[O-])cc1)Nc1nccs1	-10%	-1%	3%	i	2%
CC1(C)N=C(N)N=C(N)N1c1ccccc1	-13%	-1%	-5%	0.9%	11%
COc1cc(N)c(Cl)cc1C(=O)OCC(=O)N1CCc2ccccc21	-10%	-4%	1%	9.0%	/
O=C(Nc1ccc(Cl)cc1)[C@@H]1[C@@H]2C(=O)N(c3ccc(Cl)cc3)C(=O)[C@@H]2[C@H]2C=CC=NN21	22%	8%	3%	3.2%	-17%
CC1=Nc2nc(N3CCCCC3)c(C#N)c3c4c(nc(c23)N1)N(c1ccc(C(C)C)cc1)C(=O)C4	4%	-11%	4%	3.4%	-2%
CN1CCN(S(=O)(=O)c2ccc(NCc3ccc4c(c3)OCO4)nc2)CC1	20%	-6%	6%	i	-13%
Cn1ccnc1CN1CCCCC1C(=O)Nc1ccc(Oc2cccnc2)cc1 (stereo unspecified)	-9%	10%	9%	8.4%	-15%
C(=N\Nc1nc2ccccc2[nH]1)/c1ccccn1	/	17%	/	4.8%	/
COc1cc(S(=O)(=O)NC2CCCC2)c(OC)cc1C	10%	-7%	1%	0.2%	21%
CC(C)c1cc(-c2cc(C(=O)NCc3ccccc3)on2)nc(NC2CCCC2)n1	25%	0%	?	i	6%	inhibitors of VEEV 10K pilot screen=2.2
COCC1CCN(C(=O)C2CCC(=O)N(CCc3ccc(Cl)cc3)C2)CC1 (stereo unspecified)	1%	6%	-3%	5.1%	3%
Brc1ccc(-c2cn3ccccc3n2)cc1	10%	-4%	0%	0.3%	1%
CC(=O)c1ccc(NC(=O)C(C)n2c3ccccc3c3nc(=O)cc(C)n32)cc1 (stereo unspecified)	11%	-8%	10%	1.0%	3%
Cc1c(C(=O)N2CCCCCC2)c(S(=O)(=O)Nc2ccccc2F)c(C)n1C	2%	0%	3%	i	6%
O=c1[nH]c2ccccc2nc1Cc1ccccc1	1%	0%	-7%	2.9%	-5%
CN(C)CC/C=C1/c2ccccc2Sc2ccc(Cl)cc21	?	16%	?	28%&3.9%	49µM*!

As a working copy, some entries already given:
SMILES	tuberculosis growth	influenza NS1A	H37Rv inhibition	inhibitors of VEEV	PhoP GFP inhibition	others
O=c1[nH]c2ccccc2nc1Cc1ccccc1	1%	0%	-7%	2.9%	-5%
CN(C)CC/C=C1/c2ccccc2Sc2ccc(Cl)cc21	?	16%	?	28%&3.9%	49µM*!

Next part
SMILES	tuberculosis growth	influenza NS1A	H37Rv inhibition	inhibitors of VEEV	PhoP GFP inhibition	others
O=C(NCc1cccnc1)c1cccc2c1C(=O)N(Cc1cccnc1)C2	-9%	7%	-2%	2.2%	-1%
O=C1COc2ccc(C(=O)COC(=O)c3ccccc3Cl)cc2N1	9%	3%	9%	i	/
CC(C#N)(NC(=O)CN1CCN(S(=O)(=O)c2ccc(Br)cc2Cl)CC1)C1CC1 (stereo unspecified)	10%	-12%	-5%	3.8%	/
O=C(O)CCc1ccc(-c2cccs2)n1Cc1ccco1	20%	-7%	1%	1.2%	-4%
COc1ccc(S(=O)(=O)Nc2ccc3c(c2)C(=O)N([C@H](C)CO)C[C@H](C)[C@@H](CN(C)S(=O)(=O)c2ccc(F)cc2)O3)cc1	49%	11%	9%	1.5%	/
Cc1cc(C)c2c(n1)nn1c(N3CCN(c4ccccc4C)CC3)cc(C)nc21	43%	-2%	1%	i	3%
Cc1c(NC(=O)/C(C#N)=C/c2cccs2)c(=O)n(-c2ccccc2)n1C	-5%	1%	0%	0.6%	-6%
COC(=O)C1=C(C(=O)OC)[C@@H]2N(C)c3ccc(OC)cc3[C@@]23C[C@@H](C(=O)OC)N(C(=O)c2cc(C)oc2C)C3=N1	5%	/	2%	/	-43%
O=C(NC(Cc1ccccc1)C(=O)O)/C(=C\c1ccc(Cl)cc1)NC(=O)c1ccco1 (stereo unspecified)	-10%	10%	2%	1.0%	-18%
COc1cc(CC(CC(=O)c2ccc3c(c2)OCO3)C(=O)O)cc(OC)c1OC (stereo unspecified)	/	0%	/	2.5%	/

Fetched one by one from the entries so far (4):
SMILES	tuberculosis growth	influenza NS1A	H37Rv inhibition	inhibitors of VEEV	PhoP GFP inhibition	others
O=C(O)CCc1ccc(-c2cccs2)n1Cc1ccco1	20%	-7%	1%	1.2%	-4%
O=C(NC(Cc1ccccc1)C(=O)O)/C(=C\c1ccc(Cl)cc1)NC(=O)c1ccco1 (stereo unspecified)	-10%	10%	2%	1.0%	-18%
Cc1cc(C)c2c(n1)nn1c(N3CCN(c4ccccc4C)CC3)cc(C)nc21	43%	-2%	1%	i	3%
CC(C#N)(NC(=O)CN1CCN(S(=O)(=O)c2ccc(Br)cc2Cl)CC1)C1CC1 (stereo unspecified)	10%	-12%	-5%	3.8%	/

(cont.)
SMILES	tuberculosis growth	influenza NS1A	H37Rv inhibition	inhibitors of VEEV	PhoP GFP inhibition	others
CCOc1ccc(OCC)c(NC(=O)C(NS(=O)(=O)c2ccc3c(c2)oc(=O)n3C)C(C)C)c1 (stereo unspecified)	-5%	-3%	-4%	1.6%	-11%
Cc1c(Cl)cccc1NC(=O)c1cc(-c2ccccc2O)n[nH]1	-14%	7%	9%	2.9%	-2%
Cc1ccc(S(=O)(=O)CCC(=O)OCC(=O)NC2CCS(=O)(=O)C2)cc1 (stereo unspecified)	-10%	-2%	-2%	0.8%	-8%
Cc1ccc(C(=O)OCC(=O)NC2CC2)s1	7%	-7%	8%	2.3%	/
COc1ccc(N2CCN(C(=O)CNC(=O)c3ccc(Br)o3)CC2)cc1	-11%	-1%	-1%	5.1%	-1%
Cc1nc(SCC(=O)NC(C)(C#N)C2CC2)c2c(-c3cccs3)csc2n1 (stereo unspecified)	16%	1%	-8%	7.5%	-2%
Cc1nn(CCc2nn[nH]n2)c2nc(C(F)(F)F)cc(C(F)(F)F)c12	-19%	0%	-11%	0.9%	-7%
COc1ccc(CC(=O)N/N=C/c2cc(Br)cs2)cc1OC	38%	20%	?	1.0%	-3%
COc1ccc2c(c1)-c1nc(/N=C/c3c(O)ccc4ccccc34)sc1CC2	/	7%	/	i	/
C/C(=N\OCC(=O)Nc1c(C)cc(C)cc1C)c1ccc2c(c1)OCCO2	8%	-2%	-4%	0.3%	6%
Cc1nc2cc(NC(=O)N3CCC(c4ccccc4)C3)ccc2n1C (stereo unspecified)	5%	-3%	-11%	1.1%	-1%
